SR-BI DiI inh: inhibitors of SR-BI mediated HDL lipid uptake, primary screen, ldlA[mSR-BI] cells, fluorescence, single point. Scavenger receptor class B member 1 (Mus musculus), Q61009. ldlA[mSR-BI] CHO cells, DiI-HDL uptake fluorescence, 3 h. inhibition, % at 12.5 µM. 320,000 tested, 0.96% active. AID 488896, 2010;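 active = mean replicate inhibition of at least 70% and a set share of replicates each scoring 70 or more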;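 also: 0% = median of neutral control wells and 100% = median of positive control wells; values of inactives mirror those of a sister screen read the other way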
SUMO Mot1 rescue: yeast Mot1-301 growth rescue at high temperature, primary screen, SUMOylation pathway inhibitor project, S. cerevisiae, ATP luminescence, 38.5C. S. cerevisiae Mot1-301 growth rescue; percent above DMSO median, 100 means doubled. growth rescue, % at 18.8 µM. 320,000 tested, 1% active;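 active = every valid replicate shows activation above 250% relative to neutral control wells; inactive = the rest, any valid replicate at or below 250%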;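 also: OY570 slx delta 5 strain wells were the positive control but not used for scaling; some compounds called inactive have numbers as strong as hits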
SR-BI uptake up: activators of SR-BI mediated DiI-HDL uptake, primary screen, ldlA[mSR-BI] CHO cells, DiI fluorescence; AID 504775, 2011; 3 h; 100 = double the neutral-control signal; activation, % at 12.5 µM; 320,000 tested, 0.096% active;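 active = mean replicate activation of at least 60% and every replicate at or above 60%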;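 also: 0% = median plate neutral-control signal and 100% = twice that signal; values of inactives mirror those of a sister screen read the other way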
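System: LDL receptor-deficient CHO ldlA cells overexpressing murine SR-BI | Timing: 3 h uptake period with compound, 37 °C | Medium: HEPES-buffered (25 mM, pH 7.4) F12 plus 0.5% BSA | Dosing: Single-point compound dose | Signal: Bottom-read fluorescence, 550/595 nm | Read-out: Retained DiI signal reflecting DiI-HDL uptake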
PKA-R2B act: activators of PKA-R2B holoenzyme, primary screen, biochemical, fluorescence polarization, Cy5-IP20, human. activation, % at 11.4 µM. PKA-R2B holoenzyme dissociation; R2B truncated from residue 108, S112A mutant; 0% DMSO only, 100% 113 µM cGMP. cAMP-dependent protein kinase catalytic subunit beta (Homo sapiens) + cAMP-dependent …. 340,000 tested, 0.079% active;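 active = activation above a cutoff set at the mean over all compounds plus 3 SD, cut at about 18% in these data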;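 also: higher means more holoenzyme dissociation and a rise in polarization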
NSD2 inh: NSD2 histone methyltransferase inhibitors, primary screen, biochemical, AlphaScreen, single concentration, set 2 | 310,000 tested, 0.54% active | NSD2 peptide methylation, 120 min | inhibition, % at 12.5 µM; in the data active = inhibition above about 50%
Target sequence (O96028 whole entry, looked up): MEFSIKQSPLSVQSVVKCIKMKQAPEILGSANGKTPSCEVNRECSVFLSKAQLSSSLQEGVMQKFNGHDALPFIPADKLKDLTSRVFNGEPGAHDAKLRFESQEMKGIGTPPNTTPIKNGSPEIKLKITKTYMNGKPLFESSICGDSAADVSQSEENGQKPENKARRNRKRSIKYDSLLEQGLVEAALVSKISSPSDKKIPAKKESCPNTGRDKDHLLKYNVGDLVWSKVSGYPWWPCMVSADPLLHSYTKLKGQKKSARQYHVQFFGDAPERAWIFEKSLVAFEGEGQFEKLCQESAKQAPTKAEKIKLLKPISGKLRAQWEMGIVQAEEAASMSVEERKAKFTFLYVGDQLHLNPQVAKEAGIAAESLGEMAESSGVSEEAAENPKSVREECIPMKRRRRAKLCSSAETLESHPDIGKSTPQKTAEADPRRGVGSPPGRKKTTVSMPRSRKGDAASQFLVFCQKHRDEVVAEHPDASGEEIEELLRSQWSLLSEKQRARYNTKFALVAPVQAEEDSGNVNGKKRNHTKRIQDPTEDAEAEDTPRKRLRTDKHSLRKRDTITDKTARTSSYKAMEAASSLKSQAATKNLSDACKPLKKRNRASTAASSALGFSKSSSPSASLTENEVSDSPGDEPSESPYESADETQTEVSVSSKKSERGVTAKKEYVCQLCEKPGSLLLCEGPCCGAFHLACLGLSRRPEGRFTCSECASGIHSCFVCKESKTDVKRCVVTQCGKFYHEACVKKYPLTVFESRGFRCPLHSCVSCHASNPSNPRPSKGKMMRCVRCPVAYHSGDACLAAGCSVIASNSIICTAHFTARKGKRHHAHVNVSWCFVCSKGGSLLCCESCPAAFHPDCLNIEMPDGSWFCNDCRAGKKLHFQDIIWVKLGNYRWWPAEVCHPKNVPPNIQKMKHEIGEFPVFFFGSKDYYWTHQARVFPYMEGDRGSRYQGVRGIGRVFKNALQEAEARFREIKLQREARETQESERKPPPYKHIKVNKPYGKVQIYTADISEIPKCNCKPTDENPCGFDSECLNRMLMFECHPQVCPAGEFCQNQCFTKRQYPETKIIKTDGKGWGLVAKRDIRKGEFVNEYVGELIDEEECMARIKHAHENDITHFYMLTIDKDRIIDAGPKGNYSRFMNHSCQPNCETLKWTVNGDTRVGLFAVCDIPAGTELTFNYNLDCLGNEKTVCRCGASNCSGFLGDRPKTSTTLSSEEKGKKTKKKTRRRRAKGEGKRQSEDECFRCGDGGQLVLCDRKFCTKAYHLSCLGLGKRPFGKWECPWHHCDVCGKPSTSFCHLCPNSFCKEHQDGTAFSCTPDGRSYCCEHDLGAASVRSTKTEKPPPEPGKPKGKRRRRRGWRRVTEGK
Arr AP2 block: inhibitors of beta-arrestin/AP2 binding, primary screen, biochemical, GPCR trafficking, flow cytometry | FITC-arrestin peptide / GST-AP2 beads; AP2 beta2 appendage carries R879A mutation | 340,000 tested, 0.31% active | beta-arrestin 1 C-terminal peptide binding to AP2 beta2-adaptin appendage (human) | inhibition, % at 10 µM;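 active = inhibition above a set limit, near 3 SD of compounds lacking own fluorescence, cut at about 54% in these data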;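 also: plate controls were DMSO wells for no effect and 5 µM unlabelled arrestin peptide for full effect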
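Measured by: flow cytometry, FL1 (488/535 nm); Material: AP2 appendage R879A on GSH beads; Evaluation: percent response; Timing: pre-incubation 12 min, peptide binding 1 h, room temperature; Also added: 50 nM FITC-arrestin peptide; Medium: PBS with 0.05% Tween 20 and 0.1% BSA.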
Pemphigus Ab inh: inhibitors of pemphigus antibody binding to DSG3, primary screen, biochemical, bead-based, flow cytometry, scFv-GFP | Desmoglein-3 (Homo sapiens), P32926 | DSG3-coupled beads, scFv-anti-DSG3-GFP binding; hits give low values | binding (percent of control), % at 10 µM | 310,000 tested, 0.48% active | AID 588358, 2011;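 active = binding more than 3 SD below its plate's average and above zero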;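 also: hits lower antibody fragment binding to DSG3; some compounds called inactive have numbers as strong as hits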
CDK5 inh: inhibitors of human CDK5/p35 kinase, primary screen, biochemical, single concentration; Recombinant CDK5/p35, ADP-Glo luminescence, 60 min; Cyclin-dependent kinase 5 (Homo sapiens) + Cyclin-dependent kinase 5 activator 1 (Homo …; 330,000 tested, 0.01% active; inhibition, % at 10 µM;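 active = highest replicate inhibition of at least 50% and at least 75% of replicates reaching 50%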;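 also: plate controls were DMSO neutral control for no effect and GW8510 at 10 µM for full effect; many of its hits are not listed in these tables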
MITF act: activators of MITF-driven TRPM1 promoter reporter, primary screen, cell-based, SK-MEL-5, luciferase, single point | activation, % at 12.5 µM | 300,000 tested, 0.75% active | SK-MEL-5 TRPM1-promoter luciferase, 24 h; % of positive control, neutral wells = 0 | AID 588334, 2011;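 active = mean activation of at least 80% with every replicate also reaching 80%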;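 also: 0% = neutral control wells and 100% = parthenolide positive control wells; values of inactives mirror those of a sister screen read the other way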
PKA-R1A act: activators of PKA-R1A holoenzyme, primary screen, biochemical, fluorescence polarization, Cy5-IP20, bovine R1A, mouse PKAc | 340,000 tested, 0.083% active | PKA-R1A dissociation; scaled: DMSO 0%, 113 µM cGMP 100% | activation, % at 11.4 µM;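 active = percent activation above the mean of all tested compounds plus 3 SD, cut at about 19% in these data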;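 also: higher means more PKAc released from R1A so a rise in polarization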
dFosB activator: activators of delta FosB homodimer, primary screen, biochemical, fluorescence polarization, TAMRA-CDK5 oligo, single point | purified delta FosB; percent of positive-control signal above neutral wells | activation, % at 25 µM | 340,000 tested, 0.99% active;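 active = mean activation above about 17%, with every replicate also reaching it, limit read from the data, passing the limit was not always enough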;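 also: fluorescence polarization rise as delta FosB binds a TAMRA Cdk5 AP-1 oligo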
Active calls of the source: *; i = inactive; nt = not tested or not shown.

SMILES | SR-BI DiI inh | SUMO Mot1 rescue | SR-BI uptake up | PKA-R2B act | NSD2 inh | Arr AP2 block | Pemphigus Ab inh | CDK5 inh | MITF act | PKA-R1A act | dFosB activator
O=c1oc2cc(OCc3c(F)c(F)c(F)c(F)c3F)ccc2cc1-c1ccccn1 | 47 | 333 | -47 | -5 | -1 | -10 | 102 | 1.1 | -17 | 2 | -4
COc1ccc(C(=O)N2CCN(S(=O)(=O)c3ccc(C)cc3)CC2)cc1S(=O)(=O)N1CCOCC1 | nt | -14 | nt | -3 | -1 | 0 | 92 | -0.3 | 1 | -6 | 1
O=C(CN1CCc2ccccc2C1)Nc1cc(S(=O)(=O)N2CCOCC2)ccc1N1CCOCC1 | -21 | -10 | 21 | -8 | -1 | -11 | 105 | -0.7 | -5 | -10 | -4
S=C(Nc1ccc2nc(-c3ccccn3)c(-c3ccccn3)nc2c1)N1CCCCC1 | 18 | nt | -18 | -8 | nt | 16 | 99 | -6.1 | 2 | 0 | -7
Cn1c2c(c(=O)n(C)c1=O)[C@@H]1c3c(ccc4ccccc34)OC[C@@H]1CO2 | -9 | 127 | 9 | 2 | -2 | 10 | 96 | -0.3 | -11 | 1 | -3
O=C1c2ccccc2C2(c3cc(C(F)(F)F)cc(C(F)(F)F)c3)NCCN12 (configuration not stated) | 2 | -17 | -2 | 10 | 0 | 1 | 86 | 1.6 | 6 | -7 | -1
COc1ccc(CNC(N)=O)cc1 | -23 | -10 | 23 | -1 | 0 | -6 | 98 | -0.5 | -5 | -16 | 0
Cn1cccc1C(=O)OCc1ccc(C(C)(C)C)cc1 | nt | -20 | nt | 7 | 5 | 2 | 111 | -1.4 | nt | 3 | 3
COc1ccc(C2(O)C(=O)Nc3ccc(C)cc32)cc1OC (configuration not stated) | -20 | 13 | 20 | 5 | 3 | 31 | 100 | 0.1 | -10 | -11 | -1
CC12CCC(=O)C=C1CCC1C2C(O)CC2(C)C(c3csc(N)n3)CCC12 (configuration not stated) | -12 | nt | 12 | -7 | 5 | 2 | 106 | -2.3 | -11 | -8 | -4
Cc1ccc(S(=O)(=O)NC(=O)c2cc(C)n(CC(c3ccccc3)N(C)C)c2C)cc1 (configuration not stated) | -6 | 38 | 6 | -10 | -4 | 15 | 99 | -1.0 | -3 | 0 | 3
COc1cc(C(=O)NCCSc2ccc(Br)cc2)cc(OC)c1OC | 10 | 1 | -10 | 2 | 1 | 3 | 102 | -0.4 | 8 | 1 | -4
COc1cc(OC)cc(-c2sc3ccc(OC)cc3c2-c2ccc(O)cc2)c1 | 63 | 20 | -63 | -1 | nt | 29 | 102 | 1.5 | -3 | -2 | -2
COC(=O)c1ccc(NC(=O)NCCCl)cc1 | -6 | i | 6 | 4 | -1 | 43 | 98 | -0.2 | 15 | -4 | -6
CCOc1ccc(OCCSc2nc(-c3ccccc3)cc(=O)[nH]2)cc1 | -13 | -10 | 13 | 7 | 1 | 8 | 103 | -0.2 | 3 | -3 | -5
O=C(CN1C(=O)C2CC=CCC2C1=O)Nc1ccc(S(=O)(=O)N2CCOCC2)cc1 (configuration not stated) | -9 | 297* | 9 | 6 | 0 | -12 | 118 | -0.4 | 7 | -1 | 3
CCOC(=O)/C=C/C(=O)Nc1ccccc1-c1ccccc1NC(=O)/C=C/C(=O)OCC | -23 | -17 | 23 | -21 | -2 | 21 | 98 | -0.1 | -12 | -1 | -5
Nc1c(C(=O)CSc2nnc(-c3ccccc3F)o2)c(=O)[nH]c(=O)n1C1CC1 | -3 | 9 | 3 | -1 | -1 | -6 | nt | 3.4 | nt | -9 | -8
CCNC(=S)N1CCN(c2cccc(C(F)(F)F)c2)CC1 | -3 | 14 | 3 | -5 | 1 | 1 | 101 | 0.5 | 0 | 2 | -12
COc1ccc(S(=O)(=O)N(CC(=O)NC2CC2)C2CCCCC2)cc1Cl | 1 | -19 | -1 | -2 | 0 | 32 | nt | -1.5 | 5 | -7 | 0

Limited to SR-BI DiI inh, dFosB activator and NSD2 inh, for some of the entries so far:
| structure | SR-BI DiI inh | dFosB activator | NSD2 inh |
| --- | --- | --- | --- |
| COc1ccc(C2(O)C(=O)Nc3ccc(C)cc32)cc1OC (configuration not stated) | -20 | -1 | 3 |
| CC12CCC(=O)C=C1CCC1C2C(O)CC2(C)C(c3csc(N)n3)CCC12 (configuration not stated) | -12 | -4 | 5 |

Among those listed so far, these have fluorine.
SMILES | SR-BI DiI inh | SUMO Mot1 rescue | SR-BI uptake up | PKA-R2B act | NSD2 inh | Arr AP2 block | Pemphigus Ab inh | CDK5 inh | MITF act | PKA-R1A act | dFosB activator
O=c1oc2cc(OCc3c(F)c(F)c(F)c(F)c3F)ccc2cc1-c1ccccn1 | 47 | 333 | -47 | -5 | -1 | -10 | 102 | 1.1 | -17 | 2 | -4
O=C1c2ccccc2C2(c3cc(C(F)(F)F)cc(C(F)(F)F)c3)NCCN12 (configuration not stated) | 2 | -17 | -2 | 10 | 0 | 1 | 86 | 1.6 | 6 | -7 | -1
Nc1c(C(=O)CSc2nnc(-c3ccccc3F)o2)c(=O)[nH]c(=O)n1C1CC1 | -3 | 9 | 3 | -1 | -1 | -6 | nt | 3.4 | nt | -9 | -8
CCNC(=S)N1CCN(c2cccc(C(F)(F)F)c2)CC1 | -3 | 14 | 3 | -5 | 1 | 1 | 101 | 0.5 | 0 | 2 | -12

The list continues:
SMILES | SR-BI DiI inh | SUMO Mot1 rescue | SR-BI uptake up | PKA-R2B act | NSD2 inh | Arr AP2 block | Pemphigus Ab inh | CDK5 inh | MITF act | PKA-R1A act | dFosB activator
O=C(COc1ccc(Cl)cc1)NCC(=O)N/N=C/c1cccs1 | 0 | -3 | 0 | 7 | -1 | 33 | 109 | 0.1 | -2 | 1 | -4
COc1ccc(-c2cn(CCC(=O)O)c(C)n2)cc1 | -5 | -7 | 5 | -5 | nt | 2 | 103 | -1.0 | 17 | 3 | 0
C=CCNC(=S)N(CC=C)C1CCS(=O)(=O)C1 (configuration not stated) | -47 | -2 | 47 | -12 | nt | 0 | 111 | -6.7 | -8 | -1 | -3
COc1ccc(C(=O)/C(C)=N/O)cc1OC | -29 | -11 | 29 | -7 | -3 | 26 | 103 | -0.7 | -6 | 5 | -1
Cc1cc(NC(=O)CSc2nc(-c3cccs3)nc3ccccc23)no1 | 32 | 15 | -32 | 0 | -1 | 11 | 112 | -0.5 | -10 | -1 | 6
CCCCC(=O)OCC(=O)N1N=C(c2c[nH]c3ccccc23)C(O)C1c1ccc(OC)cc1 (configuration not stated) | 14 | 3 | -14 | 1 | -4 | -2 | 97 | -1.0 | -8 | -11 | -13
COc1ccc(S(=O)(=O)Nc2ccc3c(c2)N(C(C)=O)CCC3)cc1 | 8 | -7 | -8 | 1 | 3 | 31 | 110 | 0.2 | -24 | 13 | -4
CC(=C/c1ccco1)/C=N/NC(=O)c1nnn(-c2nonc2N)c1CN(C)C | -1 | 7 | 1 | 3 | 1 | 29 | nt | 1.3 | 22 | -2 | -21
Cc1ccc(C(=O)c2c3ccccc3[n+]([O-])n2CCO)cc1 | 5 | 11 | -5 | -5 | nt | 1 | 105 | -1.9 | -2 | 2 | 2
Cc1cc(OCc2nnc(SCC(=O)O)n2-c2ccccc2)ccc1Cl | 5 | -17 | -5 | 4 | 0 | 12 | 97 | 0.8 | -15 | -9 | -9
CCN(CC)C(=O)[C@H]1C[C@H](CC(=O)NCCc2ccccn2)C(=O)N2CCc3c([nH]c4cc(CCC(=O)N(C)C)ccc34)[C@]12C | 7 | nt | -7 | 0 | nt | 8 | 104 | -0.1 | -4 | -1 | 9
COc1ccc(-c2noc3c2-c2nc(-c4ccc(C)cc4)sc2CC3)cc1 | 16 | -8 | -16 | -10 | nt | 12 | 98 | -1.4 | -5 | -2 | -11
CCOC(=O)c1sc(NC(=O)CNC(=O)Cn2cnc3sc(C)c(C)c3c2=O)nc1C | -9 | -13 | 9 | 5 | nt | 3 | 99 | 1.5 | 2 | 0 | 1
CC(=O)c1ccc(N2C(=O)[C@@H]3C(CCC(N)=O)NC4(C(=O)Nc5c4ccc(Cl)c5C)[C@@H]3C2=O)cc1 (some centres not stated) | -12 | -17 | 12 | 2 | -1 | -12 | 104 | 0.3 | nt | -4 | -6
Cc1cccc(C(=O)NNS(=O)(=O)c2ccccc2[N+](=O)[O-])c1 | -6 | -12 | 6 | 8 | 1 | 11 | nt | 0.1 | -9 | 0 | 3
O=C(O)c1cc(S(=O)(=O)Nc2cc(Cl)ccc2Oc2ccccc2)ccc1O | -45 | nt | 45 | 5 | 3 | -13 | 102 | -1.9 | -8 | -3 | -5
O=C(Cc1cccs1)Nc1ccc(-c2nc3ccccc3[nH]2)cc1 | 14 | 431 | -14 | -7 | -1 | -2 | 87 | -0.4 | 34 | -5 | 14
CNC(=S)N1CCN(c2ccccc2OC)CC1 | -1 | -4 | 1 | 0 | -1 | 4 | 96 | 0.8 | 1 | -3 | 2

Screening results as filed in PubChem.
